G9a inh – qHTS Assay for Inhibitors of Histone Lysine Methyltransferase G9a. Histone-lysine N-methyltransferase EHMT2 (Homo sapiens), Q96KQ7. G9a H3K9 monomethylation, AlphaScreen, 2 h. Potency, µM (highest dose often 102 µM), for inactives: top-dose activity, negative = inhibition, actives largely listed as inhibitors. actives 8.8% (n = 350,000); also: potency is read from the fitted curve at half-maximal effect; % is scaled to controls: 0 for no effect and ±100 for the full control effect; nearly all actives have a fitted effect of over 75% in size
Target sequence (Q96KQ7 913-1193 limits assumed): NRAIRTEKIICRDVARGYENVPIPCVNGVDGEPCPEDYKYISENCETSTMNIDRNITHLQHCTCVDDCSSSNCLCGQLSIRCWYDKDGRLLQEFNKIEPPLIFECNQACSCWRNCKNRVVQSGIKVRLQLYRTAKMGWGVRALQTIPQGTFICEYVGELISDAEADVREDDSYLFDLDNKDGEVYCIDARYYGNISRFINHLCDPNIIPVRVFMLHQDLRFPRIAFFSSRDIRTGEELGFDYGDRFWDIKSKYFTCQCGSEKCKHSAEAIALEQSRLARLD
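Signal arises when biotinylated H3K9 peptide, once monomethylated, bridges streptavidin donor and antibody-captured acceptor beads. Enzyme at 20 nM was preincubated 15 min with test compounds; peptide 500 nM and SAM 20 uM then reacted for 2 h.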
PI4K2A block – qHTS for small molecular inhibitors of PI4K2A; Phosphatidylinositol 4-kinase type 2-alpha (Homo sapiens), Q9BTU6; purified PI4K2A, ADP-Glo luminescence, 1 h; hits give low values; activity change, negative = inhibition, % at 76.9 µM; actives 0.13% (n = 420,000); in the data active = activity change below about -50%; inconclusive = mostly about -30% to -49%;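 also: -100% = wells without enzyme as full effect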
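PI4K2A activity was measured by ADP-Glo luminescence: enzyme (4 ug/mL stock) and phosphatidylinositol (1.2 mM stock) in Tris pH 7.5/MgCl2/EGTA/Triton X-100 buffer were reacted with ATP (300 microM stock) for one hour at ambient temperature.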
BAZ2B block – qHTS Assay for Inhibitors of BAZ2B. Potency, µM (series often up to 114 µM), for the others: top-dose activity change, negative = inhibition, usual class: inhibitors. AlphaScreen BAZ2B-H3K14Ac peptide displacement. Bromodomain adjacent to zinc finger domain protein 2B (Homo sapiens), Q9UIF8. actives 4.4% (n = 360,000); also: potency is read from the fitted curve at half-maximal effect; % is scaled to controls: 0 for no effect and ±100 for the full control effect; nearly all actives have a fitted effect of over 60% in size
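AlphaScreen displacement of biotin-H3(5-23)K14Ac peptide (50 nM final) from BAZ2B (50 nM final) in PBS pH 7.4, 0.01% Tween-20; complex preformed 30 min RT, then compounds (top 110 uM) 30 min RT, beads 20 min dark.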
12-LOX inh – Primary qHTS assay for inhibitors of human arachidonate 12S-lipoxygenase (ALOX12): Round 2 | Polyunsaturated fatty acid lipoxygenase ALOX12 (Homo sapiens), P18054 | purified 12hLO, xylenol orange hydroperoxide absorbance | Potency, µM (series often up to 108 µM), inactives show at the top dose activity change, negative = inhibition, actives largely listed as inhibitors | actives 1.1% (n = 580,000) | AID 1671190, 2021; also: potency is read from the fitted curve at half-maximal effect; % is scaled to controls: 0 for no effect and ±100 for the full control effect
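Hydroperoxide product was detected by ferrous iron/xylenol orange as the 573 to 405 nm absorbance ratio. Arachidonic acid at 40 uM (final) was turned over for 30 min at room temperature by 150 nM human 12hLO, pH 7.0 Hepes buffer, after 15 min compound preincubation.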
HP1b binding inh – HTS for Inhibitors of HP1-beta Chromodomain Interactions with Methylated Histone Tails; AlphaScreen HP1-beta / biotin-H3K9me3 peptide binding; Potency, µM (highest dose often 114 µM), without a hit: at the top dose activity change, negative = inhibition, hits mostly inhibitors; actives 0.56% (n = 390,000); Chromobox protein homolog 1 (Homo sapiens), P83916; also: potency is read from the fitted curve at half-maximal effect; nearly all actives have a fitted effect of over 70% in size; inactives centre near 23
Target sequence (P83916 whole entry, looked up): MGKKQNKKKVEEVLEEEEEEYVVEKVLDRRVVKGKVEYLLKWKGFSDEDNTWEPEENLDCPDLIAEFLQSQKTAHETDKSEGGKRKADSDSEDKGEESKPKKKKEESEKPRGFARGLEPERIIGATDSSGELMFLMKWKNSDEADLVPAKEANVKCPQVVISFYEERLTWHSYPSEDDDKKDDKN
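HP1-beta protein (50 nM final) preincubated 30 min at room temperature with biotinylated H3(1-18)K9me3 peptide (50 nM) in PBS pH 7.4, 0.01% Tween-20, then compound added for 30 min. AlphaScreen streptavidin donor/nickel chelate acceptor beads (10 ug/mL final), 30 min dark, luminescence read.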
JMJD2A Tudor – qHTS Assay for Inhibitors of JMJD2A-Tudor Domain; Lysine-specific demethylase 4A (Homo sapiens), O75164; AlphaScreen JMJD2A-Tudor / H3K4me3 peptide binding; Potency, µM (top dose mostly 114 µM), inactives show at the top dose activity change, negative = inhibition, actives largely listed as inhibitors; actives 4.4% (n = 390,000); AID 504339, 2011; also: potency is read from the fitted curve at half-maximal effect; % is scaled to controls: 0 for no effect and ±100 for the full control effect; nearly all actives have a fitted effect of over 50% in size
ERG Ets-DNA blk – qHTS for Small Molecule Inhibitors of the ERG Ets/DNA interaction | Potency, µM (series often up to 76.9 µM), for inactives: at the top dose FP activity, negative = inhibition, actives largely listed as inhibitors | actives 0.028% (n = 370,000) | fluorescence polarization, His-ERG Ets domain / labelled DNA | AID 624246, 2012 | Transcriptional regulator ERG (Homo sapiens), P11308; active = well fitted inhibition curve with a large enough effect in the polarisation, with a control signal flat; inconclusive = small, poorly fitted or top-dose-only effect, or effect the other way, or a change in a side signal; inactive = no such curve, though single readings can be large or run the other way; the % refers to the polarisation;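 also: polarization taken with two DNA probes labelled with fluorescein and Texas red; potency is read from the fitted curve at half-maximal effect; % of control where 0% means no effect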
Target sequence (P11308 whole entry, looked up, the tested form may be a part): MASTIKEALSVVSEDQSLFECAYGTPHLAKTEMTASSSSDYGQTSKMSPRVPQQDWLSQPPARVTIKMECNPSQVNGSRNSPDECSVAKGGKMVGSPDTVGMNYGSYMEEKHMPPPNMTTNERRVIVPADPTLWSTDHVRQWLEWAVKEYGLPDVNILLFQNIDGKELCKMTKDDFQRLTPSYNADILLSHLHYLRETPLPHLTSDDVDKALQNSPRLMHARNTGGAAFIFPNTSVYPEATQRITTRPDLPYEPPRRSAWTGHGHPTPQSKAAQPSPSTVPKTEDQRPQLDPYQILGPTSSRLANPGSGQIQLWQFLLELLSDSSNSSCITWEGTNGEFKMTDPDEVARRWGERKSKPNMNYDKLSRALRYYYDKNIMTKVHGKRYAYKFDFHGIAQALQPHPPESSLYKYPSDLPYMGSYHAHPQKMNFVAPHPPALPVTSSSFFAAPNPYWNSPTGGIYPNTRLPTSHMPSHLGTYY
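His-tagged ERG Ets domain (1 uM in the protein solution; 300mM KCl, 50mM Tris-HCl, 1mM EDTA, 1mM DTT, pH 7.5) received compound, then a probe mix of 5 nM fluorescein-DNA and 100nM Texas-615-DNA. Fluorescence polarization was read for both dyes.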
RGS4 inh – Inhibitors of Regulator of G Protein Signaling (RGS) 4: qHTS; Transcreener GDP fluorescence polarization, RGS4-accelerated GTP hydrolysis; Potency, µM (highest dose often 114 µM), for inactives: top-dose activity change, negative = inhibition, actives largely listed as inhibitors; Regulator of G-protein signaling 4 (Homo sapiens), P49798; AID 504845, 2011; actives 0.039% (n = 390,000); also: potency is read from the fitted curve at half-maximal effect; % is scaled to controls: 0 for no effect and ±100 for the full control effect; nearly all actives have a fitted effect of over 75% in size; some results filed as inactive show a strong effect at the top dose
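MLSMR compounds (23 nl, pin-transferred) preincubated 10 min at room temperature with a 500nM (2x) first reagent, then RGS4 at 900nM (2x) plus Transcreener GDP mix added; fluorescence polarization (620/688 nm) read before and after 90 min at 30 °C.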
GLS inh – qHTS for Inhibitors of Glutaminase (GLS) | Glutaminase kidney isoform, mitochondrial (Homo sapiens), O94925 | actives 0.21% (n = 410,000) | Potency, µM (highest dose often 45.5 µM), without a hit: at the top dose activity change, negative = inhibition, actives largely listed as inhibitors | GLS enzymatic activity, qHTS titration; also: potency is read from the fitted curve at half-maximal effect; % is scaled to controls: 0 for no effect and ±100 for the full control effect
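Assay buffer: 45 mM KH2PO4 pH 8.2, 0.02% Tween-20. hKGA acts on L-glutamine (1 mM solution added); product glutamate is reported by an oxidase/peroxidase Amplex Red coupling, with fluorescence taken at baseline and 30 min.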
Numbers without * were called inactive; u = inconclusive; x = not tested or not shown; & = joins results of further samples; [ ] = dose if it differs, or a comment. Unless noted, calls follow the shape of the dose curve; as a rule, active = well fitted curve in the direction sought with a large enough effect; inconclusive = small, poorly fitted or top-dose-only effect, or another doubt; inactive = no such curve, though single readings can be large; an effect the other way counts as inactive or inconclusive. Some of the compounds tested (hit frequency here may not be typical).

SMILES | G9a inh | PI4K2A block | BAZ2B block | 12-LOX inh | HP1b binding inh | JMJD2A Tudor | ERG Ets-DNA blk | RGS4 inh | GLS inh
COC(=O)COc1ccc(S(=O)(=O)N2CCN(c3ccc(OC)cc3)CC2)cc1 | -25%[59 µM] | 0 | -36% | -7% | 37%[activator] | -21% | 5% | -20% | -9%
O=C(c1ccccc1Cl)N(Cc1ccco1)Cc1ccco1 | -22%[59 µM] | -1 | -36% | -23% | 8% | -22% | 0% | -5% | 1%
COc1ccc(CCN2C(=O)c3oc4ccc(F)cc4c(=O)c3C2c2ccc(C(C)(C)C)cc2)cc1 (stereo not drawn) | 11%[59 µM] | 1 | -11% | 5% | 11% | -11% | -1% | 0% | -1%
N#C/C(=C/c1cccs1)c1nc2ccccc2[nH]1 | u | -7 | -25% | -19% | 27% | -12% | 4% | -11% | -12%
c1ccc(CCSc2ncnc3nc[nH]c23)cc1 | -2% | -5 | -1% | -1% | 25% | -15% | 4% | 6% | 0%
O=C(Oc1ccc(C(=S)N2CCOCC2)cc1)c1ccccc1 | -35% | -21 | -4% | -5% | 32% | -26% | -4% | 43% | 5%
O=C(Cc1c(F)cccc1Cl)NNC(=S)Nc1ccc(S(=O)(=O)Nc2ncccn2)cc1 | 28µM* | -3 | -4% | 0% | 41% | -18% | 7% | 0% | 10%
O=C(CSc1nccn(-c2ccc(Br)cc2)c1=O)Nc1ccccc1F | -4%[2.33 µM] | -9 | 1% | -11% | -6% | -20% | -2% | u | 9%
CCCCC12CN3CCN(CC(C3)/C1=N\NC(=O)Nc1ccccc1)C2 | -6% | 0 | 3% | 10% | 5% | -34% | 15% | 15% | 17%
CC1CCc2sc(C(=O)OCC(=O)NCc3ccccc3)cc2C1 (stereo not drawn) | 0% | -7 | 0% | -13% | 22% | -4% | -15% | 13% | 0%
COc1ccc2cc(CO)n(C)c2c1 | 8%[0.501 µM] | -1 | u | u | -5% | u | -8% | 19% | 17%
COc1cc(NC(=O)CCc2nc(-c3cccs3)no2)cc(OC)c1OC | 1%[59 µM] | 2&2 | -24%&-5% | -23%&13% | 6%&36% | -13%&-13% | -1%&-2% | -17%&-29% | 0%&1%
COc1ccccc1Oc1ccc(S(=O)(=O)Nc2cccnc2)cc1 | 0%[12.7 µM] | 1 | 4% | 1% | 17% | -15% | 1% | -9% | 19%
Cc1nc2ccccc2n1CC(=O)c1ccc(O)c(O)c1 | -14%[2.33 µM] | -3 | u | -8% | 22% | u | 3% | -6% | -2%
O=C(N/N=C/c1cc(Cl)ccc1O)c1ccc(Br)cc1 | 6%[59 µM] | -10 | u | -16% | 29% | 25µM* | -8% | u | 0%
CCC(C)NC(=O)c1sc2nc(C)c(C(=O)Nc3ccc(Cl)cc3)c(-c3ccc(Br)cc3)c2c1N (stereo not drawn) | -6%[59 µM] | 0 | -23% | u | 29% | -11% | 4% | -28% | 14%
CCOc1ccc(CN(C)CC(=O)NCc2ccc(F)cc2)cc1 | 0%[2.33 µM] | -2 | 11% | 17% | 27% | -9% | -2% | -1% | 2%
COC(=O)C(NC(C)=O)(Nc1cccc(C)n1)C(F)(F)F (stereo not drawn) | 6% | 2 | -1% | 171%[activator] | 39%[activator] | -6% | 14% | 0% | 2%
CC1CCN(c2ccc(/C=N\Nc3nncn3N)cc2[N+](=O)[O-])CC1 | u | -22 | u | -1% | -35% | u | -15% | -23% | 6%
CCNC(=S)N/N=C/c1cc(C)ccc1C | 39%[activator][59 µM] | 2 | -27% | 40µM* | -3% | -21% | -3% | 5% | 1%
COC(=O)Cc1c(C)nc(SCc2ccccc2)[nH]c1=O | -4% | -1 | 0% | -6% | 47%[activator] | 11% | 7% | -19% | -4%
CN(Cc1ccc(Cl)c(Cl)c1)C(=O)c1ccccc1SCC(=O)N1CCCC1 | u | 0 | -2% | -5% | 33% | 1% | 5% | -16% | -4%
O=C(NC1CCCCC1)C1CCN(S(=O)(=O)N2CCCCCC2)CC1 | -4%[59 µM] | 1 | 6% | 0% | 40%[activator] | -5% | 5% | -8% | 4%
c1ccc(-n2ncc3c(N4CCN(c5ccccn5)CC4)nc(N4CCCCCC4)nc32)cc1 | 0%[0.501 µM] | 0 | u | 13% | 19% | 1% | 0% | -26% | -3%
CCOC(=O)c1c(C)[nH]c(C(=O)OCC(=O)N(C)C2CCS(=O)(=O)C2)c1C (stereo not drawn) | 0%[59 µM] | -1 | 7% | 0% | 16% | 7% | 6% | -1% | 9%

The last 6 entries of the part before open the next one:
SMILES | G9a inh | PI4K2A block | BAZ2B block | 12-LOX inh | HP1b binding inh | JMJD2A Tudor | ERG Ets-DNA blk | RGS4 inh | GLS inh
CCNC(=S)N/N=C/c1cc(C)ccc1C | 39%[activator][59 µM] | 2 | -27% | 40µM* | -3% | -21% | -3% | 5% | 1%
COC(=O)Cc1c(C)nc(SCc2ccccc2)[nH]c1=O | -4% | -1 | 0% | -6% | 47%[activator] | 11% | 7% | -19% | -4%
CN(Cc1ccc(Cl)c(Cl)c1)C(=O)c1ccccc1SCC(=O)N1CCCC1 | u | 0 | -2% | -5% | 33% | 1% | 5% | -16% | -4%
O=C(NC1CCCCC1)C1CCN(S(=O)(=O)N2CCCCCC2)CC1 | -4%[59 µM] | 1 | 6% | 0% | 40%[activator] | -5% | 5% | -8% | 4%
c1ccc(-n2ncc3c(N4CCN(c5ccccn5)CC4)nc(N4CCCCCC4)nc32)cc1 | 0%[0.501 µM] | 0 | u | 13% | 19% | 1% | 0% | -26% | -3%
CCOC(=O)c1c(C)[nH]c(C(=O)OCC(=O)N(C)C2CCS(=O)(=O)C2)c1C (stereo not drawn) | 0%[59 µM] | -1 | 7% | 0% | 16% | 7% | 6% | -1% | 9%
CC(C)(C)NS(=O)(=O)c1ccc2[nH]c3c(c2c1)CCCCC3 | 71µM* | 3 | 45µM* | u | u | u | -4% | 9% | 10%
COc1ccc(NC(=S)c2ccc(N(C)C)cc2)cc1 | 25µM* | 5 | -26% | -12% | u | -11% | -3% | -44% | 7%
COC(=O)CN(n1cnnc1)S(=O)(=O)c1ccccc1 | -2%[59 µM] | -3 | -31% | -16% | 36% | -4% | -5% | 10% | 1%
CCc1ccc(OCC(=O)NC(C)(C)C)cc1 | -8%[59 µM] | -1 | -2% | -18% | 14% | 2% | -1% | 3% | 5%
NCCCCCC(=O)N/N=C/c1ccc2nccnc2c1 | -28% | 1 | -4% | 161%[activator] | 26% | 10% | -8% | -6% | -9%
CCC(=O)Nc1ccc(CC)cc1-c1nc2ccccc2n(CC(=O)Nc2cccc(Cl)c2)c1=O | -8%[59 µM] | -3 | 3% | u | 31% | -14% | 25% | 16% | -8%
NS(=O)(=O)c1ccc(NC(=O)Nc2ccc(C(F)(F)F)cc2)cc1 | x | 0 | -1% | 18% | 13% | -5% | 2% | -6% | -6%
CC1(C)CC(=O)C2=C(C1)OC(N)=C(C#N)C2c1cc2c(cc1[N+](=O)[O-])OCO2 (stereo not drawn) | -8% | -1 | -1% | u | -24% | u | -8% | -11% | 28%
COc1ccc2oc(C(=O)NCC(Cc3ccccc3)N(C)C)c(C)c2c1 (stereo not drawn) | -4% | 5 | u | 11% | 6% | u | -5% | -4% | 11%
COc1cc2cc(CN(Cc3cccnc3)C(=O)NCc3ccccc3)c(=O)[nH]c2cc1OC | 0%[2.33 µM] | 2 | -23% | -12% | 14% | -17% | -3% | 16% | -3%
O=C(Nc1ccc(Br)cc1Cl)NC1CC1 | 25% | -2 | 3% | 0% | 43%[activator] | -6% | -5% | -8% | -5%
O=C(Cn1c2ccccc2c2nc3n(c(=O)c21)CCCS3)Nc1ccccc1 | -8% | -6 | -9% | -14% | 31% | -9% | -11% | -7% | -6%
COc1ccc(N(CC(=O)Nc2cc(Cl)ccc2OC)S(=O)(=O)c2c(C)noc2C)cc1 | u | -4 | -1% | -10% | 33% | -6% | 12% | 14% | -5%
Cc1noc(C)c1COc1ccccc1C(=O)N(C)CC(=O)Nc1ccc(F)c(F)c1F | 21%[2.33 µM] | -5 | 12% | 5% | 37% | -12% | -1% | -12% | 0%
